Source: PubChem BioAssay
Menin-MLL TR inh = inhibitors of human menin-MLL interaction, mutant MLL peptide | O00255 | Menin + Texas Red MLL mutant peptide, fluorescence polarization | Potency, µM (titrated, usually from 61.6 µM), without a hit: top-dose FP activity change, negative = inhibition, actives largely listed as inhibitors | actives 0.23% (n = 270,000) | AID 1768; active = well fitted inhibition curve with a large enough effect in the polarisation, with a control signal flat, not every such curve was filed as active; inconclusive = small, poorly fitted or top-dose-only effect, or effect the other way, or a change in a side signal; inactive = no such curve, though single readings can be large or run the other way; the % refers to the polarisation; also: potency is read from the fitted curve at half-maximal effect; % of control where 0% means no effect; many of its hits are not listed in these tables
GALK inhibitor = blocks human galactokinase activity. P51570. AID 1868. Purified GALK, Kinase-Glo residual ATP luminescence. actives 0.007% (n = 270,000). Potency, µM (highest dose often 57.5 µM), for inactives: top-dose activity change, negative = inhibition, hits mostly inhibitors; also: potency is read from the fitted curve at half-maximal effect; % is scaled to controls: 0 for no effect and ±100 for the full control effect
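5 nM enzyme, 35 uM ATP, 100 uM galactose, 20 mM HEPES pH8.0, 5 mM MgCl2; 1 h RT; residual ATP by Kinase-Glo Plus luminescence, qHTS format.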
Eya2 inh = Eya2 (human) phosphatase inhibition. O00167. recombinant Eya2, OMFP fluorescence dephosphorylation (OMFP is methylfluorescein phosphate). Potency, µM (titrated, usually from 76.9 µM), for inactives: at the highest dose activity, negative = inhibition, usual class: inhibitors. actives 0.006% (n = 330,000). AID 488837; also: potency is read from the fitted curve at half-maximal effect; % is scaled to controls: 0 for no effect and ±100 for the full control effect
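Eya2 (0.2 uM) preincubated 10 min at ambient with compound, then OMFP substrate added at 50 uM; 10 min reaction in 50 mM HEPES pH 7.5, 50 mM NaCl, 5 uM MgCl2, 0.05% BSA, 1 mM DTT. Fluorescence read at Ex 485/Em 525 nm.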
Mito fusion yeast = blocks mitochondrial division or promotes mitochondrial fusion | Potency, µM (doses to about 46.1 µM), for the others: top-dose growth rescue (activation), usual class: activators | actives 0.23% (n = 320,000) | S. cerevisiae fusion-defective mutant growth rescue, CellTiterGlo 48 h;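 also: potency is read from the fitted curve at half-maximal effect; % of control where 0% means no effect; nearly all actives have a fitted effect of over 45% in size; temperature-sensitive fusion mutants such as fzo1-1 at 37 °C on non-fermentable ethanol glycerol medium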
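Read-out: ATP-based luminescence (CellTiterGlo, 10 min ambient) reporting growth of fusion-defective ts yeast after 48 hours at 37C on glycerol/ethanol YPEG medium in the presence of compound.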
BCR signal inh = chronic active BCR signaling inhibition | ABC-DLBCL IkBa-CBG/CBR reporter, luminescence ratio, 4 h | Potency, µM (highest dose often 46.1 µM), inactives show at the highest dose ratio change, negative = lower green/red ratio, usual class: inhibitors | actives 0.05% (n = 340,000) | AID 493014; active = well fitted inhibition curve with a large enough effect in the signal ratio, with a control signal flat, not every such curve was filed as active; inconclusive = small, poorly fitted or top-dose-only effect, or effect the other way, or a change in a side signal; the % refers to the signal ratio;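 also: potency is read from the fitted curve at half-maximal effect; plate controls were basal doxycycline-induced cells for no effect and cells given 10 µM MG132 for full effect; MG132 reads +100%, hits lower the ratio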
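Concentration-response series (up to 46 uM) were applied to TMD8 dual-reporter cells for 4 h at 37C with doxycycline. Green/red ratio, after filter-overlap correction, defined %Activity; red signal alone was normalised to basal cells and zero luminescence.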
MBNL1-CUG inh = MBNL1-poly(CUG) RNA binding inhibition; Q9NR56; TR-FRET MBNL1-His/biotin-(CUG)12 binding, 665/545 ratio; Potency, µM (doses to about 57.5 µM), for the others: at the top dose activity change, negative = inhibition, most hits filed as inhibitors; actives 0.036% (n = 280,000); AID 2675; active = well fitted inhibition curve with a large enough effect in the signal ratio, with a control signal flat, not every such curve was filed as active; inconclusive = small, poorly fitted or top-dose-only effect, or effect the other way, or a change in a side signal; inactive = no such curve, though single readings can be large or run the other way; the % refers to the signal ratio; also: potency is read from the fitted curve at half-maximal effect; % is scaled to controls: 0 for no effect and ±100 for the full control effect
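Ratiometric TR-FRET (665 over 545 nm, excitation 340 nm) tracks disruption of MBNL1-His/biotin-(CUG)12 complex after 60 min at room temperature, with compounds at 92 nM to 58 uM final.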
PKM2 activator = activators of human pyruvate kinase M2 | purified PKM2, Kinase-Glo ATP luminescence, activation; response scale: 0% is enzyme alone, no compound | Potency, µM (series often up to 57.5 µM), without a hit: at the top dose activation, actives largely listed as activators | P14618 | actives 0.34% (n = 260,000); also: potency is read from the fitted curve at half-maximal effect; % is scaled to controls: 0 for no effect and ±100 for the full control effect; nearly all actives have a fitted effect of over 55% in size
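hPK-M2, >95% pure; 0.1 mM ADP / 0.5 mM PEP final; imidazole pH7.2 buffer w/ 7 mM MgCl2, 50 mM KCl; 1 h RT; Kinase-Glo lum. Intermediate enzyme activity for dual inhibitor/activator qHTS.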
USP2a inh = USP2a (human) protease inhibition; O75604; USP2 core, Ub-CHOP2 coupled fluorogenic reporter, 485/531; Potency, µM (highest dose often 38.3 µM), without a hit: at the top dose activity change, negative = inhibition, usual class: inhibitors; actives 0.01% (n = 330,000);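 also: potency is read from the fitted curve at half-maximal effect; plate controls were DMSO wells for no effect and full inhibition by NEM control for full effect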
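Deubiquitinase activity read as fluorescence (485/531 nm) after Ub-CHOP2 cleavage activates the enterokinase reporter on its substrate; USP2 core 10nM, Ub-CHOP2 and substrate 25nM each, 30min compound preincubation then 60min RT; data normalized to NEM, curves fitted.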
TSHR antagonist = human thyrotropin receptor antagonism. actives 0.2% (n = 330,000). P16473. activity change, negative = inhibition, % at 11.5 µM. TSHR-expressing cells, TSH-stimulated cAMP HTRF, 2 h; active compounds read low;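 active = activity change below a set negative limit, meaning inhibition stronger than a set level, cut at about -70% in these data; inconclusive = activity change between two set negative limits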; also: % is scaled to controls: 0 for no effect and ±100 for the full control effect
Target sequence (P16473 whole entry, looked up): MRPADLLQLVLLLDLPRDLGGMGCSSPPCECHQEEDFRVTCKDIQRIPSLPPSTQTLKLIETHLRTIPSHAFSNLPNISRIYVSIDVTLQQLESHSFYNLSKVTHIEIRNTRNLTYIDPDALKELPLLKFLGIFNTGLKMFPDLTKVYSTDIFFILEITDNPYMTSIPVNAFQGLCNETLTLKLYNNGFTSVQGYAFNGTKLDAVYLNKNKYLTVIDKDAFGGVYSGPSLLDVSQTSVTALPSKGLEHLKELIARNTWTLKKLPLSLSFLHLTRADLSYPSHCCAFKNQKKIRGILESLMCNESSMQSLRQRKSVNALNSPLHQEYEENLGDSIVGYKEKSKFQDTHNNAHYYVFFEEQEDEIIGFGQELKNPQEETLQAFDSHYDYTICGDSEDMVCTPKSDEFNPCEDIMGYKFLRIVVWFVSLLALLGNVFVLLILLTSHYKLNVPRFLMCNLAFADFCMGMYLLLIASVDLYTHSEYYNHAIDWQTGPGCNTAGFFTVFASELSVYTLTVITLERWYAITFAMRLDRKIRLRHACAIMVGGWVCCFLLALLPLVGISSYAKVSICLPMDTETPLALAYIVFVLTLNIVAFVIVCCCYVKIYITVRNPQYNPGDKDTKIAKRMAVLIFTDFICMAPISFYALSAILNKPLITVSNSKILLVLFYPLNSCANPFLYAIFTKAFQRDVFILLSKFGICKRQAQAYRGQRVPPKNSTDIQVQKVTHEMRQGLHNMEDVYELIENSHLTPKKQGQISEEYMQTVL
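Antagonism was scored as loss of TSH-driven cAMP in TSHR cells, stimulated with 4nM TSH (EC80) for 2 hours at 37 deg C and detected by homogeneous HTRF competition immunoassay.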
ASM inhibitor = inhibitors of human secretory acid sphingomyelinase; actives 0.006% (n = 340,000); placental ASM, HMU-PC fluorogenic substrate, 60 min; Potency, µM (highest dose often 57.5 µM), inactives show at the highest dose activity change, negative = inhibition, actives largely listed as inhibitors; P17405; AID 504937; also: potency is read from the fitted curve at half-maximal effect
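qHTS format. ASM enzyme prepared from human placenta hydrolyses the fluorogenic substrate HMU-PC0 (9 uM final) over 60 min at 37 °C after a 10 min compound preincubation.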
KCNH2 WT inh = KCNH2 (human, wildtype) channel inhibition. Q12809. U2OS, BacMam KCNH2, thallium flux FluxOr; active compounds read low. activity change, % at 1.84 µM. actives 0.37% (n = 340,000);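 active = maximum activity change below -70%; inconclusive = maximum activity change between -70% and -50%; inactive = maximum activity change above -50%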; also: % is scaled to controls: 0 for no effect and ±100 for the full control effect
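U2OS cells transduced with wild-type KCNH2 virus are loaded with FluxOr dye for 45 min, and thallium flux is measured in kinetic reads before and after stimulation buffer. Rate constants are normalized to DMSO controls.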
* hit, by the source's call; ? = inconclusive; nt = no result given; [ ] = dose if it differs, or a comment. Unless noted, calls follow the shape of the dose curve; as a rule, active = well fitted curve in the direction sought with a large enough effect; inconclusive = small, poorly fitted or top-dose-only effect, or another doubt; inactive = no such curve, though single readings can be large; an effect the other way counts as inactive or inconclusive. Only part of the results is shown, so the mix of outcomes need not match the whole.

SMILES | Menin-MLL TR inh | GALK inhibitor | Eya2 inh | Mito fusion yeast | BCR signal inh | MBNL1-CUG inh | PKM2 activator | USP2a inh | TSHR antagonist | ASM inhibitor | KCNH2 WT inh
O=C(COC(=O)C1CC2C=CC1C2)NCCc1ccccc1 (stereo unspecified) | -11% | 4% | 5% | -1% | -1% | ? | 17% | -1% | 10 | 4% | 2
CCOc1ccc(/C(O)=C2/C(=O)C(=O)N(c3nc(C)c(C)s3)C2c2ccco2)cc1 (stereo unspecified) | 10% | 5% | -5% | 2% | 1% | 126%[activator] | 5% | 2% | 3 | -1% | -2
Cc1cc(=O)[nH]c(N/N=C/c2ccc(OC(=O)c3ccco3)cc2)n1 | -1% | -1% | 2% | -21% | -3% | nt | 6% | 5% | -15 | -4% | -15
COc1ccc(-c2cc(C(=O)Nc3ccccc3F)on2)cc1 | ? | 0% | -7% | -5% | ? | 4% | -13% | 0% | -5 | 0% | 7
COc1ccccc1CNC(=O)C1=CCN(S(=O)(=O)c2ccc(C)cc2)CC1 | nt | 6% | 2% | 2% | -8% | 2% | ? | 0% | 3 | 6% | 0
O=C(NCC1(N2CCOCC2)CCCCC1)c1ccc(Cl)c(S(=O)(=O)NCc2ccco2)c1 | -9% | 1% | 18% | 1% | -2% | -14% | -2% | -1% | -2 | 7% | 17
CCOC(=O)c1sc(=NC(=O)c2ccc(Br)cc2)n(C)c1C | nt | 2% | 3% | 3% | ? | 1% | nt | 1% | 108 | 3% | -8
CCCn1c(N)c(NCCN2CCOCC2)c(=O)[nH]c1=O | 17% | -2% | -6% | 1% | -3% | 5% | 0% | 0% | 2 | 42%[activator] | 1
FC(F)(F)c1ccccc1NC(=S)Nc1ccccc1 | 17% | 3% | 3% | 29% | 9% | -4% | nt | 0% | 0 | 5% | 7
CCOc1ccc(-n2nc3c(Cl)nnc(C)c3c2C)cc1 | -5% | 2% | -2% | -4% | 0% | 2% | 0% | 2% | 0 | 1% | 6
Cn1cc(SCC(=O)NCCc2ccccc2)c2ccccc21 | -2% | -1% | 11% | 3% | ? | 7% | -1% | 9% | -8 | 0% | -14
CCOC(=O)C(C)N1C(=O)S/C(=C/c2ccc3c(c2)n(C)c(=O)n3C)C1=O (stereo unspecified) | -6% | -2% | -8% | 8% | ? | ? | 14% | -1% | -10 | 29% | -13
O=C(CCCOc1ccc(Br)cc1)Nc1nnc(C2CC2)s1 | nt | nt | -15% | -6% | -1% | nt | nt | 0% | 9 | 1% | 7
CCOCc1c(C(=O)Nc2ccccc2N2CCN(C)CC2)oc2ccccc12 | nt | nt | -11% | 3% | -5% | nt | nt | -9% | -4 | 0% | 8
CN(C)S(=O)(=O)N1CCC(n2nccc2NC(=O)CCc2ccccc2)CC1 | nt | 7% | -1% | 1% | 6% | -5% | 0% | 1% | 2 | -1% | 0
CCOC(=O)c1cc(-c2ccc(C)cc2)n(CCC(=O)NCCCOC)c1C | nt | 0% | -11% | -1% | -27% | 2% | -1% | -1% | -23 | -3% | 8
c1cncc(-c2nc(-c3ccc4c(c3)OCO4)cs2)c1 | 2% | -3% | 1% | -3% | -1% | ? | 23% | 2% | -10 | 0% | -1
Cc1ccc(CNc2ccc(N3C(=O)CCCC3=O)cc2[N+](=O)[O-])cc1 | -9% | 1% | -10% | 5% | ? | -4% | -13% | 5% | 8 | -12% | 6
COc1cc(NC(=O)c2ccc(F)cc2)ccc1NC(=O)c1cc2ccccc2o1 | -14% | -3% | 3% | 0% | 0% | ? | -11% | 0% | 1 | 27% | -8
COc1ccccc1C(=O)NCCC(=O)NC1=NCCS1 | nt | nt | -24% | 2% | -1% | nt | nt | 1% | 2 | 3% | -14
CCOC(=O)C1=C(C)N(c2ccccc2)C(=O)C1 | 19% | -5% | -4% | 4% | ? | 9% | 1% | 1% | -3 | 5% | -3
COC(=O)c1c(NC(=O)CSc2nc3nc(C)cc(C)n3n2)sc(C)c1C | -5% | -2% | -3% | -4% | ? | nt | -1% | -1% | -5 | -1% | -14
CC(=O)c1ccc(NC(=O)CCCN2C(=O)C(c3ccccc3)Oc3cccnc32)cc1 (stereo unspecified) | 11% | -1% | -4% | 21% | ? | -5% | nt | 3% | 1 | -12% | -20
O=C(c1cc(-c2ccccc2)on1)N1CCN(Cc2ccc3c(c2)OCO3)CC1 | -13% | 2% | -9% | 0% | 0% | -7% | -3% | -6% | -4 | -2% | 12
COC(=O)/C=C1\N/C(=N\c2nc(C)cc(C)n2)N(c2ccccc2)C1=O | nt | -4% | 9% | -10% | 6% | 10% | 2% | -1% | -4 | 1% | 6
COc1ccc(C)cc1S(=O)(=O)NCC(c1cccnc1)N1CCc2ccccc2C1 (stereo unspecified) | -15% | 4% | 6% | -14% | 6% | 2% | 11µM* | -3% | 24 | 2% | -5
CCn1c(SCC(=O)OC)nnc1C1CCCCC1 | 11% | 0% | 0% | -4% | -1% | 10% | 5% | 2% | 3 | 5% | -6
Nc1nc(CN2CCN(c3cccc(Cl)c3)CC2)nc(N2CCCc3ccccc32)n1 | 1% | 0% | -11% | 17% | ? | 5% | 8% | 1% | -3 | -2% | -15
N#Cc1cc(-c2ccccc2)nc(NN)n1 | nt | 1% | -16% | -3% | ? | 9% | 11% | 5% | -7 | 0% | -3
COc1ccccc1C(=O)NCCC(=O)N1CCCCCCC1 | nt | nt | 4% | -1% | 5% | nt | nt | 1% | -1 | 2% | -16
COc1ccc(C(=O)Nc2cccnc2)cc1S(=O)(=O)N1CCOCC1 | -10% | 6% | 6% | 10% | 2% | -5% | 0% | -1% | 15 | 2% | -6
O=C(NCC(c1cccs1)N1CCOCC1)c1cc(Cl)ccc1[N+](=O)[O-] (stereo unspecified) | nt | nt | -31% | 0% | -11% | nt | nt | 1% | -12 | -1% | 4
COC(=O)C1=C(C)NC(=O)CC1c1cc2c(cc1Br)OCO2 (stereo unspecified) | -17% | 6% | -5% | 2% | -5% | -10% | 0% | -1% | -3 | 1% | 10
O=C(Nc1ccc(Cl)cc1F)c1ccc2c(c1)C(=O)N(Cc1ccncc1)C2=O | nt | nt | -3% | nt | 1% | nt | nt | 3% | 8 | 5% | 4
O=C(COc1ccc2ccccc2c1Br)N1CCCC1 | nt | -3% | 5% | 3% | -8% | ? | -7% | 3% | -9 | 2% | -5
Cc1ccccc1C(=O)N1CCN(c2ccc(NC(=S)NC(=O)c3cccs3)cc2)CC1 | 5% | 0% | 7% | 6% | ? | 6% | 8% | -2% | -37 | -8% | 18
CS(=O)(=O)N(CC(=O)O)c1ccc2c(c1)OCO2 | 3% | 0% | 4% | 0% | 1% | -4% | -1% | 0% | 5 | 4% | -13
O=c1c2ccccc2c2c(O)nc(-c3ccccc3)n2n1Cc1ccccc1 | nt | 1% | 3% | 0% | -1% | 7% | 1% | 0% | 16 | 0% | 1
c1ccc2[nH]c(NCCN3CCOCC3)nc2c1 | -2% | -2% | nt | -4% | nt | 6% | -6% | nt | nt | 3% | -16
COc1cc(C(=O)NNC(=O)CCOc2cccc(Br)c2)cc(OC)c1OC | nt | nt | 4% | 2% | -1% | nt | nt | -1% | -6 | -1% | 1
CN(C(=O)CSc1nnc(N)s1)c1c(N)n(Cc2ccccc2)c(=O)[nH]c1=O | nt | 0% | -23% | 3% | 9% | -1% | ? | 2% | 9 | 8% | 6
CN(C(=O)CS(=O)(=O)c1cn(CC(=O)N2CCOCC2)c2ccccc12)c1ccccc1 | -17% | 9% | 9% | -2% | -14% | 4% | 1% | 3% | 0 | 3% | 4
CC(C)COC(=O)/C(C#N)=C/c1c[nH]c2ccccc12 | 4% | -1% | -1% | 13% | ? | 28% | 7% | 27% | -8 | -1% | -10
Cc1ccccc1Oc1ccc(Oc2ccccc2C)nn1 | 0% | 2% | -3% | 6% | -1% | 5% | 0% | 0% | 5 | 2% | 9
Clc1ccc(NCc2ccsc2)cc1 | 21% | -1% | -12% | -1% | ? | 8% | 1%[11.5 µM] | 1% | 1 | nt | nt
